Screens deposited in PubChem BioAssay by Sanford-Burnham Center for Chemical Genomics.
tim23-1 inh = growth inhibitors of tim23-1 mutant yeast | S. cerevisiae tim23-1 growth, BacTiter-Glo luminescence, 24 h | inhibition, % at 20 µM | 1.3% of 330,000 active | AID 463212;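 active = growth inhibition of the mutant yeast at or above 50%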;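 note: temperature-sensitive mutant grown at 25 °C; plate controls were DMSO-treated mutant yeast for no effect and medium wells lacking yeast for full effect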
Mdm2 MdmX PPI = human Mdm2/MdmX binding inhibition | O15151+Q00987 | SaOS-2 split-luciferase Mdm2/MdmX complementation, luminescence | inhibition, % at 8 µM | 3% of 330,000 active | AID 485346;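 active = inhibition of at least 50% at 8 µM in the primary screen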
Target sequence (O15151 whole entry, looked up): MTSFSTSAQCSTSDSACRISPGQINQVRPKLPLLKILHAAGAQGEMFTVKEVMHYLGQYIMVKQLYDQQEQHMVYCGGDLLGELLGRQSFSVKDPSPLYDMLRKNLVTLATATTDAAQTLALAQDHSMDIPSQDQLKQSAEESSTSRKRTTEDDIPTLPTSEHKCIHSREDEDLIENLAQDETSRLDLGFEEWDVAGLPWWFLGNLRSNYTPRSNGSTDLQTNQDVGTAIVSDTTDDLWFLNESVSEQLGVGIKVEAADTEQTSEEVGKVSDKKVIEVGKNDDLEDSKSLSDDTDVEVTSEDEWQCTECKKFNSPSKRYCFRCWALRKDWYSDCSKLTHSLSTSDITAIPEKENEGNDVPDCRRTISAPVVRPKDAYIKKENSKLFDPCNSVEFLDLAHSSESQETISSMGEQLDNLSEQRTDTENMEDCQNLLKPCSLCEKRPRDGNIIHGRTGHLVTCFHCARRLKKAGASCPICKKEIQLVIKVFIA
Target sequence (Q00987 whole entry, looked up): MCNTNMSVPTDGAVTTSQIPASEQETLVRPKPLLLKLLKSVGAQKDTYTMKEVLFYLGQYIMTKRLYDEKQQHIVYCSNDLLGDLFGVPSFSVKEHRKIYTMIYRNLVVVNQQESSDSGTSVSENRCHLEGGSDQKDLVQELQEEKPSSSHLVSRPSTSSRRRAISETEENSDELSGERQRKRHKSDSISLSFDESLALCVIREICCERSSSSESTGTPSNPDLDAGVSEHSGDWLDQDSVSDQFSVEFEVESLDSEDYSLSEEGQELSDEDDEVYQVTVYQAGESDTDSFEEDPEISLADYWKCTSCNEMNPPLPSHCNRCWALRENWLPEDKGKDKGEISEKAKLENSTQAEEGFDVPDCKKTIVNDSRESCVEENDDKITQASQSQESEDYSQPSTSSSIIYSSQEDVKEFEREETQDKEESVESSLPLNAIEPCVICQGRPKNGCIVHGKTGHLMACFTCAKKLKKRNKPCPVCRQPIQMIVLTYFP
tim10-1 inh = tim10-1 yeast growth inhibition; S. cerevisiae tim10-1 ts strain growth, BacTiter-Glo, 24 h; inhibition, % at 20 µM; 2.2% of 330,000 active; AID 463190;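 active = inhibition of at least 40%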;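 note: mutant grown at 25 °C; 0% = DMSO wells with yeast and 100% = wells holding no yeast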
697 NFkB inh = lowers PMA/ionomycin-induced NF-kB signal in 697 B cells; 697 B-cell NF-kB luciferase reporter, 16 h; inhibition, % at 4 µM; 0.33% of 330,000 active; in the data active = inhibition above about 35%
XBP1 UPR activ = activators of adaptive arm of unfolded protein response (XBP1); CHO-XBP1 luciferase reporter, IRE1-XBP1 UPR activation, luminescence; percent of tunicamycin response, DMSO as zero; activation, % at 20 µM; 0.33% of 330,000 active;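 active = versus positive control, 20 µM dose yields 30% or more activation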;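 note: 100% = tunicamycin at 10 µg/mL and 0% = DMSO only wells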
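Material: CHO cell line with stable XBP1 luciferase reporter; schedule: 16-18 h cell attachment at 37 °C, then 6 h compound exposure; signal: glow luminescence from Steady-Glo reagent; medium: serum-containing F12 medium, 10% FBS; benchmarks: tunicamycin 10 µg/mL and vehicle-only wells; read-out: percent activation relative to tunicamycin reference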
UPR CHOP act = activators of apoptotic arm of unfolded protein response (CHOP) | CHO-CHOP luciferase reporter, UPR activation, luminescence; percent of tunicamycin response over DMSO baseline | activation, % at 10 µM | 0.34% of 330,000 active | AID 449763;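 active = at 10 µM dose, activation of 40% or more, normalized to positive control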;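 note: 100% = tunicamycin at 10 µg/mL and 0% = DMSO alone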
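System: CHO-CHOP luciferase reporter cell line | Buffer or medium: F12 medium containing 10% fetal bovine serum | Doses: One dose, 10 µM in 0.5% DMSO | Times: 6 h compound exposure at 37 °C after overnight seeding | Signal: Luciferase luminescence | Read-out: % activation vs tunicamycin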
Jurkat NFkB inh = lowers PMA/ionomycin-induced NF-kB signal in Jurkat cells. PMA/ionomycin-induced NF-kB luciferase reporter, luminescence. inhibition, % at 4 µM. 0.53% of 330,000 active. AID 435003; in the data active = inhibition above about 50%
TIM10 inh = TIM10 yeast growth inhibition; 1.4% of 330,000 active; inhibition, % at 10 µM; S. cerevisiae TIM10 strain growth, BacTiter-Glo luminescence, 24 h;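 active = inhibition of 40% or more at the single tested concentration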;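 note: wild-type TIM10 isogenic control strain grown at permissive 25 °C; 0% = DMSO yeast wells and 100% = minimal medium wells without yeast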
* = called active by the depositor. Random draw from the library (roughly 6.6% active in at least one column).

How did COc1ccccc1OCCN1C(=O)S/C(=C\c2ccco2)C1=O do in these assays?
tim23-1 inh: 4; Mdm2 MdmX PPI: -2; tim10-1 inh: 1; 697 NFkB inh: 12; XBP1 UPR activ: 0; UPR CHOP act: 1.4; Jurkat NFkB inh: -3; TIM10 inh: 6

What do the screens show for `CCCCc1ccc(NC(=O)N2CCN(c3cc(C)nc4ccccc34)CC2)c(C)c1`?
tim23-1 inh: 2; Mdm2 MdmX PPI: 50; tim10-1 inh: 16; 697 NFkB inh: -24; XBP1 UPR activ: -3; UPR CHOP act: 0.1; Jurkat NFkB inh: 30; TIM10 inh: 11

What do the screens show for `O=C(CCCCn1c(=O)[nH]c2ccsc2c1=O)NCCc1ccccc1`?
tim23-1 inh: -4; Mdm2 MdmX PPI: -8; tim10-1 inh: -6; 697 NFkB inh: 14; XBP1 UPR activ: 0; UPR CHOP act: 1.7; Jurkat NFkB inh: 7; TIM10 inh: -25

What do the screens show for `C=CCN1C(=O)NC(c2ccccc2)(C(F)(F)F)S/C1=C(\C#N)c1nnc(N2CCOCC2)n1-c1ccccc1` (stereo unspecified)?
tim23-1 inh: 27; Mdm2 MdmX PPI: 46; tim10-1 inh: 11; 697 NFkB inh: -17; XBP1 UPR activ: -1; UPR CHOP act: 2.4; Jurkat NFkB inh: -9; TIM10 inh: 29

Results for O=c1c2ccccc2nc(-c2cccc(Cl)c2)n1O ?
tim23-1 inh: 59*; Mdm2 MdmX PPI: 30; tim10-1 inh: 15; 697 NFkB inh: 24; XBP1 UPR activ: 0; UPR CHOP act: -1.0; Jurkat NFkB inh: 5; TIM10 inh: 36

Results for CCn1c(SCC(=O)Nc2ccccc2)nc2c1c(=O)n(C)c(=O)n2C ?
tim23-1 inh: 12; Mdm2 MdmX PPI: 25; tim10-1 inh: -10; 697 NFkB inh: 19; XBP1 UPR activ: -1; UPR CHOP act: -2.0; Jurkat NFkB inh: -3; TIM10 inh: 6

Results for CCOC(=O)N1CCN(C(=O)C2COc3ccccc3O2)CC1 (stereo unspecified) ?
tim23-1 inh: 15; Mdm2 MdmX PPI: -38; tim10-1 inh: 12; 697 NFkB inh: 0; XBP1 UPR activ: 0; UPR CHOP act: 1.0; Jurkat NFkB inh: -4; TIM10 inh: 3

What do the screens show for `COC(=O)c1ccc(Oc2ccc(C(C)(C)C)cc2)c([N+](=O)[O-])c1`?
tim23-1 inh: 6; Mdm2 MdmX PPI: 13; tim10-1 inh: 8; 697 NFkB inh: 9; XBP1 UPR activ: -1; UPR CHOP act: 0.2; Jurkat NFkB inh: 10; TIM10 inh: 7

Results for COc1cc(-c2noc(C)c2C#Cc2ccsc2)cc(OC)c1OC ?
tim23-1 inh: 16; Mdm2 MdmX PPI: 65*; tim10-1 inh: 24; 697 NFkB inh: -34; XBP1 UPR activ: 15; UPR CHOP act: 1.4; Jurkat NFkB inh: 63*; TIM10 inh: 9

What do the screens show for `COc1ccc(N2CCN(c3cc(C)c4ccc(O)cc4n3)CC2)cc1`?
tim23-1 inh: -70; Mdm2 MdmX PPI: 6; tim10-1 inh: -62; 697 NFkB inh: -13; XBP1 UPR activ: 5; UPR CHOP act: 4.0; Jurkat NFkB inh: 1; TIM10 inh: -111

How did O=C(Nc1ccccn1)c1ccc(Br)c(S(=O)(=O)N2CCCC2)c1 do in these assays?
tim23-1 inh: 10; Mdm2 MdmX PPI: 5; tim10-1 inh: 18; 697 NFkB inh: 10; XBP1 UPR activ: -6; UPR CHOP act: 1.8; Jurkat NFkB inh: -28; TIM10 inh: -1

How did COc1ccc(C2C(C#N)=C(N)Oc3cccc(O)c32)cc1 (stereo unspecified) do in these assays?
tim23-1 inh: 7; Mdm2 MdmX PPI: 32; tim10-1 inh: -1; 697 NFkB inh: -11; XBP1 UPR activ: -2; UPR CHOP act: -1.3; Jurkat NFkB inh: -1; TIM10 inh: -2

By substructure, the compounds so far with a cyano group (2)
What do the screens show for `C=CCN1C(=O)NC(c2ccccc2)(C(F)(F)F)S/C1=C(\C#N)c1nnc(N2CCOCC2)n1-c1ccccc1` (stereo unspecified)?
tim23-1 inh: 27; Mdm2 MdmX PPI: 46; tim10-1 inh: 11; 697 NFkB inh: -17; XBP1 UPR activ: -1; UPR CHOP act: 2.4; Jurkat NFkB inh: -9; TIM10 inh: 29

How did COc1ccc(C2C(C#N)=C(N)Oc3cccc(O)c32)cc1 (stereo unspecified) do in these assays?
tim23-1 inh: 7; Mdm2 MdmX PPI: 32; tim10-1 inh: -1; 697 NFkB inh: -11; XBP1 UPR activ: -2; UPR CHOP act: -1.3; Jurkat NFkB inh: -1; TIM10 inh: -2

Further records
What do the screens show for `COc1cc(OC)cc(C(=O)NC(C(=O)NNC(=O)c2ccc(C)cc2)C(C)C)c1` (stereo unspecified)?
tim23-1 inh: -2; Mdm2 MdmX PPI: -2; tim10-1 inh: -19; 697 NFkB inh: -4; XBP1 UPR activ: -4; UPR CHOP act: 0.9; Jurkat NFkB inh: -9; TIM10 inh: 12

How did CCN(CC(=O)Nc1ccccc1C(=O)Nc1ccccc1)Cc1nc2ccccc2c(=O)[nH]1 do in these assays?
tim23-1 inh: 23; Mdm2 MdmX PPI: -4; tim10-1 inh: 10; 697 NFkB inh: 20; XBP1 UPR activ: -3; UPR CHOP act: -2.1; Jurkat NFkB inh: -3; TIM10 inh: 7

How did O=C(ON=C1CCSCC1)c1ccccc1 do in these assays?
tim23-1 inh: 18; Mdm2 MdmX PPI: -6; tim10-1 inh: -10; 697 NFkB inh: 6; XBP1 UPR activ: -5; UPR CHOP act: -1.4; Jurkat NFkB inh: -1; TIM10 inh: 8

What do the screens show for `CC1(C)CC(=O)C(C2c3ccccc3S(=O)(=O)c3ccccc32)C(=O)C1`?
tim23-1 inh: 13; Mdm2 MdmX PPI: 21; tim10-1 inh: 8; 697 NFkB inh: 7; XBP1 UPR activ: 0; UPR CHOP act: 1.8; Jurkat NFkB inh: 1; TIM10 inh: -3

What do the screens show for `C=CCn1c(C)cc(C(=O)COC(=O)/C=C/c2c(C)nn(C3CCS(=O)(=O)C3)c2Cl)c1C` (stereo unspecified)?
tim23-1 inh: 25; Mdm2 MdmX PPI: 4; tim10-1 inh: 25; 697 NFkB inh: -41; XBP1 UPR activ: 1; UPR CHOP act: 1.4; Jurkat NFkB inh: 17; TIM10 inh: 17

What do the screens show for `O=C(COC(=O)c1cccc([N+](=O)[O-])c1)NCc1cccs1`?
tim23-1 inh: 13; Mdm2 MdmX PPI: 3; tim10-1 inh: 10; 697 NFkB inh: 24; XBP1 UPR activ: 4; UPR CHOP act: 0.6; Jurkat NFkB inh: 4; TIM10 inh: 14

How did Cn1c(SCCC#N)nnc1-c1ccc(F)cc1 do in these assays?
tim23-1 inh: 13; Mdm2 MdmX PPI: -23; tim10-1 inh: 8; 697 NFkB inh: -14; XBP1 UPR activ: 3; UPR CHOP act: 0.7; Jurkat NFkB inh: 0; TIM10 inh: -2

What do the screens show for `COc1c(Cl)cc(C(=O)Nc2ccccc2-c2ccccc2)cc1Cl`?
tim23-1 inh: 28; Mdm2 MdmX PPI: 17; tim10-1 inh: 26; 697 NFkB inh: 17; XBP1 UPR activ: 4; UPR CHOP act: -0.6; Jurkat NFkB inh: 5; TIM10 inh: 19

How did O=c1cc2c(nn1Cc1c(Cl)cccc1Cl)-c1ccccc1CC2 do in these assays?
tim23-1 inh: 16; Mdm2 MdmX PPI: -7; tim10-1 inh: 16; 697 NFkB inh: -18; XBP1 UPR activ: 2; UPR CHOP act: 6.0; Jurkat NFkB inh: -29; TIM10 inh: 9

How did COc1ccc(-c2nnc(SCC(=O)c3cccs3)o2)cc1 do in these assays?
tim23-1 inh: 12; Mdm2 MdmX PPI: -66; tim10-1 inh: -3; 697 NFkB inh: -65; XBP1 UPR activ: -3; UPR CHOP act: 4.5; Jurkat NFkB inh: -86; TIM10 inh: 10

What do the screens show for `COc1cccc(Nc2nc(-c3ccccc3)nc3ccccc23)c1`?
tim23-1 inh: 50*; Mdm2 MdmX PPI: 17; tim10-1 inh: 27; 697 NFkB inh: 33; XBP1 UPR activ: 0; UPR CHOP act: 2.8; Jurkat NFkB inh: 9; TIM10 inh: 38

What do the screens show for `CO/N=C/C(C#N)=C/c1cc(C(=O)c2ccc(F)cc2)cn1C`?
tim23-1 inh: 29; Mdm2 MdmX PPI: 40; tim10-1 inh: 19; 697 NFkB inh: 19; XBP1 UPR activ: 6; UPR CHOP act: -1.4; Jurkat NFkB inh: 13; TIM10 inh: 27

Results for CC1(C)CC(NC(=O)C(c2ccccc2)c2ccccc2)CC(C)(C)N1 ?
tim23-1 inh: -14; Mdm2 MdmX PPI: -29; tim10-1 inh: -6; 697 NFkB inh: -7; XBP1 UPR activ: -5; UPR CHOP act: -0.7; Jurkat NFkB inh: 3; TIM10 inh: 15

Results for CC1=NN(c2ccccc2)C(=O)C1N=Nc1ccc(N)cc1 (stereo unspecified) ?
tim23-1 inh: 15; Mdm2 MdmX PPI: -33; tim10-1 inh: 11; 697 NFkB inh: -60; XBP1 UPR activ: 1; UPR CHOP act: 4.9; Jurkat NFkB inh: 14; TIM10 inh: 18

How did O=C(CCc1ccc(S(=O)(=O)NC2CCCCC2)cc1)N(Cc1ccccc1)Cc1ccccc1 do in these assays?
tim23-1 inh: 25; Mdm2 MdmX PPI: 44; tim10-1 inh: 19; 697 NFkB inh: -1; XBP1 UPR activ: -3; UPR CHOP act: -2.2; Jurkat NFkB inh: -14; TIM10 inh: 2

Results for Cc1ccccc1-n1c(C)nnc1SCC(=O)N1CC(=O)Nc2ccccc21 ?
tim23-1 inh: 18; Mdm2 MdmX PPI: -4; tim10-1 inh: -3; 697 NFkB inh: 12; XBP1 UPR activ: -2; UPR CHOP act: -1.8; Jurkat NFkB inh: -3; TIM10 inh: 0

What do the screens show for `Nc1nc(/C=C/c2ccc(F)cc2)nc(-c2ccccc2O)n1`?
tim23-1 inh: -3; Mdm2 MdmX PPI: 19; tim10-1 inh: 31; 697 NFkB inh: 11; XBP1 UPR activ: 0; UPR CHOP act: 2.2; Jurkat NFkB inh: -6; TIM10 inh: 18

Results for Cc1ccc(S(=O)(=O)N(Cc2cc3cccc(C)c3[nH]c2=O)c2ccccc2)cc1 ?
tim23-1 inh: 11; Mdm2 MdmX PPI: 22; tim10-1 inh: -4; 697 NFkB inh: -5; XBP1 UPR activ: -1; UPR CHOP act: 0.1; Jurkat NFkB inh: 15; TIM10 inh: 18

Results for CCOc1ccc(N(CC(=O)NC2CCCC2)C(=O)CCC(=O)Nc2ccccn2)cc1 ?
tim23-1 inh: 11; Mdm2 MdmX PPI: 17; tim10-1 inh: 11; 697 NFkB inh: 4; XBP1 UPR activ: 0; UPR CHOP act: -2.5; Jurkat NFkB inh: -13; TIM10 inh: 7

Results for COc1cc(NC(=O)c2ccc(NC3=NC4CS(=O)(=O)CC4S3)cc2)cc(OC)c1 (stereo unspecified) ?
tim23-1 inh: -9; Mdm2 MdmX PPI: -15; tim10-1 inh: -20; 697 NFkB inh: 3; XBP1 UPR activ: 1; UPR CHOP act: -0.5; Jurkat NFkB inh: 11; TIM10 inh: 1

How did Cc1c(Cl)cccc1N1C(=O)CC(N(O)c2ccccc2)C1=O (stereo unspecified) do in these assays?
tim23-1 inh: 18; Mdm2 MdmX PPI: 3; tim10-1 inh: 10; 697 NFkB inh: -14; XBP1 UPR activ: 6; UPR CHOP act: 9.3; Jurkat NFkB inh: -10; TIM10 inh: 6

How did O=C(NCC1CCCO1)c1ccc(Oc2ccc([N+](=O)[O-])cc2Cl)cc1 (stereo unspecified) do in these assays?
tim23-1 inh: 12; Mdm2 MdmX PPI: -14; tim10-1 inh: 22; 697 NFkB inh: 6; XBP1 UPR activ: -2; UPR CHOP act: -1.0; Jurkat NFkB inh: 5; TIM10 inh: 12
